Source: PubChem (Vanderbilt High Throughput Screening Facility)
Cav3 T inh: Cav3.2 calcium influx blockers – cell-based, Fluo-4 calcium fluorescence, FDSS, MLSMR library, primary screen; Voltage-dependent T-type calcium channel subunit alpha-1H (Homo sapiens), O95180; Cav3.2-expressing cells; stronger effect = lower value; AID 449739, 2010; B-score at 10 µM; 100,000 compounds, 4% hits;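 active means single-dose well whose peak fluorescence ratio is a statistical outlier from its plate by either plate-standardised score or position-corrected B-score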
Target sequence (O95180 whole entry, looked up): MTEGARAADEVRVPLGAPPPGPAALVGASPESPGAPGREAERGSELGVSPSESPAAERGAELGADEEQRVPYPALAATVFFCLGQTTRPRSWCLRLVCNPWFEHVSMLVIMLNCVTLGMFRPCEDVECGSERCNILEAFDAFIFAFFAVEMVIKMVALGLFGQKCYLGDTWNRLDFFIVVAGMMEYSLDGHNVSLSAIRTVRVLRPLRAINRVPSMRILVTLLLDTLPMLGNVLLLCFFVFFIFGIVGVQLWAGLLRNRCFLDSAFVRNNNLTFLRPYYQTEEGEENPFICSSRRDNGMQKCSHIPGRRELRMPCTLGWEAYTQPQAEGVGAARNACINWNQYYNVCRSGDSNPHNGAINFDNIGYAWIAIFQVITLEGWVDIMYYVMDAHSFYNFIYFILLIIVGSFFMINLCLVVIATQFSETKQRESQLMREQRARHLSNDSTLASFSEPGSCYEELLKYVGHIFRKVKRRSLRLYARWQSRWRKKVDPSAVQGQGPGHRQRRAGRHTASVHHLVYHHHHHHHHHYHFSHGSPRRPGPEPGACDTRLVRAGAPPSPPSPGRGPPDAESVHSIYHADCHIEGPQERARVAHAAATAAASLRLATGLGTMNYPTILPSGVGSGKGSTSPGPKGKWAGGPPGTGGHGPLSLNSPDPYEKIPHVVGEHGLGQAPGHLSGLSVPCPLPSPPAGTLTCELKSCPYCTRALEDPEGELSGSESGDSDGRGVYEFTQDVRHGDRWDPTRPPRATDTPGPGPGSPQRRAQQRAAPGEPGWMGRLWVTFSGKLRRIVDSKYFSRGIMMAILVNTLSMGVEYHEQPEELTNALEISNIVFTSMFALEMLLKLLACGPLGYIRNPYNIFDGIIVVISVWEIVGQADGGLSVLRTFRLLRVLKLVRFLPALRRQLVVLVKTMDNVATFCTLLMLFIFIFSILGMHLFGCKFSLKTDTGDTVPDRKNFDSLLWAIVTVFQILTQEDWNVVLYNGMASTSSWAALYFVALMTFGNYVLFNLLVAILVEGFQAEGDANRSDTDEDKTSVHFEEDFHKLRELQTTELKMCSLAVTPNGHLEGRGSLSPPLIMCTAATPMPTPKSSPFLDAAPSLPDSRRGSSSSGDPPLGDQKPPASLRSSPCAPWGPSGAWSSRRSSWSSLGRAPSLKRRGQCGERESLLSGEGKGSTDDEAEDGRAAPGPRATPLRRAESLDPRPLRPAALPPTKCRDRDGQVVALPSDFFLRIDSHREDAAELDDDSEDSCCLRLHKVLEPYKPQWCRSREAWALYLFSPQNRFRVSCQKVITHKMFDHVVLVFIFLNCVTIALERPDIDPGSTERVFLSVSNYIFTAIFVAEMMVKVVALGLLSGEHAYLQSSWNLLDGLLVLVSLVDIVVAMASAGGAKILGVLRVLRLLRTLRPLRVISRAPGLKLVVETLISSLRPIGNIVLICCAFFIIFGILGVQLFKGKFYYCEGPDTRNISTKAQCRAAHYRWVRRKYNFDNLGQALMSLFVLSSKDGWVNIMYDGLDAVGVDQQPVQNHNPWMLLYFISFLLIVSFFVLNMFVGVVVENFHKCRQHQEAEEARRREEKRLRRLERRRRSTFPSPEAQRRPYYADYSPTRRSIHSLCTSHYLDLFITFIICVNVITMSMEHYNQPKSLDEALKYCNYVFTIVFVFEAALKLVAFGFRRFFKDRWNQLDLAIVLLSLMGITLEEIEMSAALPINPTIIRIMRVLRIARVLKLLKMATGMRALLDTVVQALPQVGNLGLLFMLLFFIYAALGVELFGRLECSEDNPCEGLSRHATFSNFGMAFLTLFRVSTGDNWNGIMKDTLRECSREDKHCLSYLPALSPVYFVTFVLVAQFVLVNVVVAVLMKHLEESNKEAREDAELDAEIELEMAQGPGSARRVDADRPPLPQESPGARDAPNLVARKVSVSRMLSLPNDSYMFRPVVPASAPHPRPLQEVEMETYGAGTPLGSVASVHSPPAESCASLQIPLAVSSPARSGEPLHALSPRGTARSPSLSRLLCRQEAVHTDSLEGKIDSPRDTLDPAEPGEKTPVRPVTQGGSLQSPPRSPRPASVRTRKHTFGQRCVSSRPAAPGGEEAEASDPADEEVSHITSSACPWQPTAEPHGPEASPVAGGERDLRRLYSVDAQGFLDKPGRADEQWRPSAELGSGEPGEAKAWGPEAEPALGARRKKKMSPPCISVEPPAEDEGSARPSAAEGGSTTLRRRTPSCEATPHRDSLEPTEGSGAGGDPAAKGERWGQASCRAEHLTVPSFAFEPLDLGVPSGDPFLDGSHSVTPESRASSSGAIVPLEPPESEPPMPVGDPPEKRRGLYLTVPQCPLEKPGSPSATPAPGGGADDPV
* hit, by the source's call; & = joins results of further samples.

SMILES	Cav3 T inh
COc1cc(/C=C/[N+](=O)[O-])ccc1O	-1.36
O=C(C1CC(=O)N(C2CCCC2)C1)N1CCC2(CC1)OCCO2 (configuration not stated)	0.108
COC(=O)C1=CO[C@@H](C)[C@@H]2CN3CC[C@]4(C(=O)Nc5ccccc54)[C@@H]3C[C@H]12	-0.0428
Cc1ccc(C(=O)C2CN(C)CC2C(=O)c2ccc(C)cc2)cc1 (configuration not stated)	-0.104
O=c1c2ccccc2nc(-c2ccco2)n1-c1ccncc1	1.04
CC(C)OC(=O)C1C(=O)NC2(C)CC1c1ccccc1O2 (configuration not stated)	0.399
O=C(CN1C(=O)CN=C(c2ccccc2Cl)c2cc(Cl)ccc21)NCc1ccco1	-2.99
C[N+]12CN3CN(CN(C3)C1)C2	0.963
COc1ccc2[nH]cc(CCN(C)C)c2c1	1.72
O=C1NC(=O)N(c2ccc3c(c2)OCO3)C(=O)/C1=C/c1ccc(N2CCCCC2)o1	-4.43
CCN1CCN(Cc2ccccc2C)CC1	1.48
COC(=O)C1=CO[C@@H](C)[C@@H]2CN3CC[C@@]4(C(=O)Nc5ccccc54)[C@@H]3C[C@H]12	-0.721
CCS(=O)(=O)N1CCC(C(=O)N2CCC3(CC2)OCCO3)CC1	1.31
OC(c1ccccc1)(c1ccccc1)C1CCNCC1	-5*
Cc1ccc(N2C(=O)/C(=C/c3ccc(CN(CCC#N)S(C)(=O)=O)o3)C(=O)NC2=S)cc1C	1.15
CCCCCSc1cc(OC)c(CCNC)cc1OC	1.01
COc1cc2c(cc1OC)[C@@]13CCN4CC5=CCO[C@H]6CC(=O)N2[C@H]1[C@H]6[C@H]5C[C@H]43	1.16
O=C(O)c1cccc2nc3ccccc3nc12	0.679
CC(C)COc1ccc(C2(C#N)CC[N+](C)(C)CC2)cc1	-0.528
CCCCn1c(O)c(C(C)=NCCc2ccccc2)c(=O)[nH]c1=O	-1.6
Cc1ccccc1-n1c(O)c(C=Nc2ccc(N(C)C)cc2)c(=O)[nH]c1=O	0.0466
O=C(NCc1ccccn1)c1ccccc1Cl	-0.0178
CC/C(=C\C=C\[C@@H]1C=C[C@@H]2CCC[C@H]2[C@@H]1C(=O)c1ccc[nH]1)[C@@H]1O[C@@H]([C@@H](C)C(=O)O)CC[C@@H]1C	-8.53*
CN(C)C(=O)Oc1cccc2c(OC(=O)N(C)C)cccc12	0.479
COc1ccc(CC[n+]2cc(/N=C(\C)[O-])on2)cc1OC	0.831
COc1cc2c(cc1OC)CC[N+](C)=C2	0.729
COc1ccc(C(=O)C2(C)N(O)C(C)C(c3cccs3)=[N+]2[O-])cc1 (configuration not stated)	0.0461
C=CCn1c(O)c(C(C)=NCc2ccco2)c(=O)[nH]c1=O	0.118
Cc1cc(C)nc(-n2c(C)nc3cc(Cl)ccc3c2=O)c1	0.285
C=CCn1c(O)c(C(CC)=Nc2ccc(N(CC)CC)cc2)c(=O)[nH]c1=O	0.423
N#CC1=C(N)Oc2c(c(=O)oc3ccccc23)C1c1cccnc1 (configuration not stated)	-0.9
CCSc1nnc(C(N)Cc2ccccc2)o1 (configuration not stated)	0.102
COc1ccc(C2SCC(=O)Nc3c2c(C)nn3-c2ccccc2)cc1OC (configuration not stated)	0.694
O=C(/C=C/c1ccccc1)NCCc1cnc[nH]1	0.936
CC(=O)C1C(=O)NC23CCCCC2C1c1ccccc1O3 (configuration not stated)	-0.0136
C=CCn1c(O)c(C(C)=NCCC2=CCCCC2)c(=O)[nH]c1=O	0.0997

5 compounds out of the list, sorted by heavy-atom count, ascending.
SMILES	Cav3 T inh
COc1cc2c(cc1OC)CC[N+](C)=C2	0.729
COc1ccc(CC[n+]2cc(/N=C(\C)[O-])on2)cc1OC	0.831
C=CCn1c(O)c(C(C)=NCCC2=CCCCC2)c(=O)[nH]c1=O	0.0997
C=CCn1c(O)c(C(CC)=Nc2ccc(N(CC)CC)cc2)c(=O)[nH]c1=O	0.423
COc1ccc(C2SCC(=O)Nc3c2c(C)nn3-c2ccccc2)cc1OC (configuration not stated)	0.694

Additional records:
SMILES	Cav3 T inh
CCCc1nc2ccccc2c(=O)n1-c1ccc(OC)cc1	-1.22
CN1CCc2nc3sc(C#N)c(N)c3c(-c3cccs3)c2C1	1.23
CN(C)c1ccc2c(c1)N=C(c1ccco1)OP2(=S)N1CCOCC1 (configuration not stated)	0.0287
CC[N+](CC)(CC)CCCCCCCCCC[N+](CC)(CC)CC	-0.483
O=C1NC(=O)C(CCc2ccncc2)(c2ccccc2)C(=O)N1	-0.458
O=C(c1cc(Br)ccc1Cl)N1CCC2(CC1)OCCO2	-0.173
Cc1cc(C)c(C2=NOC(O)(C(F)(F)F)C2)c(=O)[nH]1 (configuration not stated)	-0.0711
COc1ccc2c(c1)CC1(CN2C)C(=O)NC(=O)N(c2ccc(F)cc2)C1=O (configuration not stated)	0.543
CC(Cc1ccccc1)[n+]1cc(/N=C(\[O-])Nc2ccccc2)on1 (configuration not stated)	-0.0647
C[N+](C)(C)CC#CCN1CCCC1=O	-2.3
O=C(Cn1cnc2ccccc2c1=O)NCCC(=O)N1CCC2(CC1)OCCO2	0.198
CC(=NCc1ccc(F)cc1)c1c(O)n(C)c(=O)n(C)c1=O	-0.00946
CCOC(=O)C1=C(C)OC(N)=C(C#N)C12C(=O)Nc1ccc(C)cc12 (configuration not stated)	-0.0303
COc1ccc2c3c([nH]c2c1)C(C)=NCC3	0.877
Cc1ccc(C(=O)N[C@@H](C)CN2C3=NC[C@@H](Cc4ccccc4)N3C[C@H]2Cc2ccc(O)cc2)cc1Br	-0.602
CCCCN1CCC(C#N)(Nc2ccccc2)CC1	-0.105
CC1(C)COC(Nc2cccc(Cl)c2)=N1	0.834
COc1ccc(OP(=O)(Nc2ccccc2)Nc2ccccc2)cc1	-2.38
Cc1cc2c(C(C)C)c(O)c(O)c(C=O)c2c(O)c1-c1c(C)cc2c(C(C)C)c(O)c(O)c(C=O)c2c1O	-3.2&-2.28
COc1ccccc1-n1c(O)c(C=Nc2c(C)n(C)n(-c3ccccc3)c2=O)c(=O)[nH]c1=O	-0.161
CCC(C)NC(=O)c1c(N)n(Cc2ccc3c(c2)OCO3)c2nc3ccccc3nc12 (configuration not stated)	-1.71
COc1ccc(-n2c(=O)[nH]c3ccccc3c2=O)c(OC)c1	0.171
CC1CC2(O)c3nonc3CCC2N1O (configuration not stated)	0.56
C#CCN(C)C(C)Cc1ccccc1 (configuration not stated)	-0.335
CC(C)N1C(=O)CC2(CC[N+](C)(CCOC(=O)C(O)(c3ccccc3)c3ccccc3)CC2)C1=O (configuration not stated)	0.0349
CC1CN=C(NCc2ccccc2)S1 (configuration not stated)	-0.00496
COc1ccc(CCn2c(O)c(C=NCCCN(C)C)c(=O)[nH]c2=O)cc1OC	-0.207
CCC(COC(=O)NC)NC(=O)Oc1ccccc1 (configuration not stated)	0.643
COc1ccc(C(=O)C2CN(C)CC2C(=O)c2ccc(OC)cc2)cc1 (configuration not stated)	-0.619
CCCC[N+]1(C)C2CC(OC(=O)C(CO)c3ccccc3)CC1C1OC12 (configuration not stated)	-0.292
O=C1C2CCN(CC2)C1Cc1ccc(OCCOc2ccccc2)cc1 (configuration not stated)	0.668
Cc1cccnc1-n1c(-c2ccccc2)nc2ccccc2c1=O	1.04
CN(C)C(=O)NC(O)C(Cl)(Cl)Cl (configuration not stated)	-0.859
Cc1ccc2c(c1)C1CN(C)CCC1N2C(=O)c1ccco1 (configuration not stated)	0.803
Cc1ccc(C(=O)n2cc(CCN3CCS(=O)(=O)CC3)c3ccccc32)cc1	-1.19
COc1ccc2c(c1)c(C(=O)CN1CCN(C)CC1)c(C)n2Cc1ccccc1	1.14
COC(=O)C1=CCCN(C)C1	2.24
CCCCn1c(O)c(C=NC2CCCCC2N)c(=O)[nH]c1=O (configuration not stated)	0.292
COc1cc(Br)cc(CN2CCN(C)CC2)c1O	1.11
C=C1[C@@H](C)[C@H]2[C@H](Cc3ccccc3)NC(=O)[C@]23OC(=O)/C=C/[C@H](O)CCC[C@@H](C)C/C=C/[C@H]3[C@@H]1O	0.841
CCC(=NCCN1CCOCC1)c1c(O)n(-c2ccccc2C)c(=O)[nH]c1=O	1.21
CCCC[n+]1cc(/N=C(\[O-])OC)on1	-1.95
CCCCOc1ccc(CN2CCN(CC)CC2)cc1	0.147
OCCNc1c2c(nc3ccccc13)CCCC2	-0.175
Cc1[nH]c2ccccc2c1CCN	-0.884
CC(=O)Nc1ccc(S(=O)(=O)NC(CC(=O)N2CCC3(CC2)OCCO3)C(C)C)cc1 (configuration not stated)	-0.536
CCC(=NCC1CCCO1)c1c(O)n(-c2ccccc2)c(=O)[nH]c1=O (configuration not stated)	0.719
COC(=O)C1=C(c2cc3ccccc3o2)C[C@@H]2CC[C@H]1N2C(=O)NCc1cccc2ccccc12	-3.62*
CCCCCCn1c(N)c(C(=O)NCCN2CCOCC2)c2nc3ccccc3nc21	-0.941
CCN(c1ccc(C(O)(C(=O)OC)C(F)(F)F)cc1)S(=O)(=O)c1ccc(C)cc1 (configuration not stated)	-4.9*
OC[C@@H](O)CCl	0.464
CC(C)n1cc(C(=O)N(CC(=O)NC(C)(C)C)Cc2ccccc2)cn1	1.03
CC(=O)OC[C@]12CCC(C)=C[C@H]1O[C@@H]1[C@H](O)[C@@H](OC(C)=O)[C@@]2(C)[C@]12CO2	0.206
O=C(COc1ccccc1)N1CCN(CC(O)COc2ccccc2)CC1 (configuration not stated)	1.71
O=P(N[C@@H](c1ccccc1)[C@@H]1C[C@H]1CO)(c1ccccc1)c1ccccc1	0.884
O=C1C2CCCN2C(c2ccc(Cl)cc2)N1c1ccccn1 (configuration not stated)	-0.171
O=C(O)Cc1cnc[nH]1	0.446
C1CNC2NCCNC2N1 (configuration not stated)	0.0463
O=C(CNC1CCCCC1)N1CCC2(CC1)OCCO2	0.568
O=P(C(Cl)Cl)(N1CCCCC1)N1CCCCC1	-0.00542
Following part:
SMILES	Cav3 T inh
CCCCN1C(=O)NC(=O)/C(=C/c2cnc(SC)nc2)C1=O	-0.8
Cc1ccc2c(c1)N(CCC(=O)N1CCC3(CC1)OCCO3)C(=O)C(C)O2 (configuration not stated)	0.206
CCC(=NCCO)c1c(O)n(C2CCCCC2)c(=O)[nH]c1=O	0.0425
CCCN1CCc2cccc3c2[C@H]1Cc1ccc(O)c(O)c1-3	-3.19
O=c1[nH]c(=O)n(-c2cccc3ccccc23)c(O)c1C=NCCCn1ccnc1	-0.719
CCc1nc2ccc(Br)cc2c(=O)n1-c1ccccc1C(F)(F)F	-2.52
CCCC/C(C)=C/[C@@H](NP(=O)(c1ccccc1)c1ccccc1)c1ccccc1	-2.28
O=C(Nc1ccccc1)c1c(O)[nH]c(=S)[nH]c1=O	0.0146
CCCN1CCC[C@@H]2Cc3nc(N)ncc3C[C@H]21	-0.0268
COC(=O)C1=C(c2cc3ccccc3s2)C[C@@H]2CC[C@H]1N2C(=O)NCCCOC(C)C	-0.708
O=C(O)c1c[nH]c2ccc(S(=O)(=O)N(CCCl)CCCl)cc12	0.235
CCC(=NCCO)c1c(O)n(-c2ccccc2)c(=O)[nH]c1=O	0.38
COc1ccc(CCC(C)NCCc2ccccc2)cc1 (configuration not stated)	-0.774
CC(C)CCOC(=O)c1c(N)n(CC2CCCO2)c2nc3ccccc3nc12 (configuration not stated)	-2.21
COC(=O)C1=C(c2cccc(OC)c2OC)C[C@@H]2CC[C@H]1N2C(=O)N1CCC(O)CC1	0.668
COc1ccc(CCC(=O)N2CCC3(CC2)OCCO3)cc1	-0.147
CCC(=NCc1ccc(F)cc1)c1c(O)n(C)c(=O)n(C)c1=O	0.17
CC(Cc1ccc(O)cc1)NCC(O)c1cc(O)cc(O)c1 (configuration not stated)	-0.32
Cc1ccc(-c2nc3ccccc3c(=O)n2-c2nccs2)cc1	0.563
O=C1CN=C(c2cccs2)c2c(sc3c2CCCC3)N1	-2.03
Oc1ccc(C2=CCNCC2)cc1O	0.058
CC(C)C(=O)c1cn(Cc2ccc(C#N)cc2)c2ccccc12	-5.65*
COC(=O)C1=C(c2ccc(S(C)(=O)=O)cc2)C[C@@H]2CC[C@H]1N2C(=O)NCc1ccc(F)cc1	1.21
COC(=O)C1=C(c2ccc(S(C)(=O)=O)cc2)C[C@@H]2CC[C@H]1N2C(=O)N1CCC(C)CC1	0.353
C=CCN1C(=O)c2ccccc2Sc2ccc(C(=O)N3CCC4(CC3)OCCO4)cc21	1.84
CC1=C(C(=O)O)N2C(=O)[C@@H](NC(=O)CCCC(=O)O)[C@H]2SC1	-0.309
Cn1cccc1CN1CCN(C(=O)COc2ccccc2)CC1	0.285
CCN(CC)P(=O)(NC(=O)C(Cl)(Cl)Cl)N(CC)CC.[Cl-].[Cl-].[Cl-].[Nd+3]	0.632
COC(=O)C1=C(N)Oc2c(c(=O)oc3ccccc23)[C@]12C(=O)N(C)c1ccccc12	2.01
CCOC(=O)C1C(=O)N(C)C2(C)CC1c1ccccc1O2 (configuration not stated)	0.121
Cc1onc(-c2ccccc2)c1C(=O)N1CCC2(CC1)OCCO2	-0.0488
CCCNC(=O)N1[C@H]2CC[C@@H]1C(C(=O)OC)=C(c1ccc(S(C)(=O)=O)cc1)C2	0.239
COc1ccc(OC)c(N2C(=O)NC(=O)C(CCc3ccncc3)(CCc3ccncc3)C2=O)c1	1.05

An excerpt of these results, in markdown.
| structure | Cav3 T inh |
| --- | --- |
| C=CCN1C(=O)c2ccccc2Sc2ccc(C(=O)N3CCC4(CC3)OCCO4)cc21 | 1.84 |
| CC1=C(C(=O)O)N2C(=O)[C@@H](NC(=O)CCCC(=O)O)[C@H]2SC1 | -0.309 |
| Cn1cccc1CN1CCN(C(=O)COc2ccccc2)CC1 | 0.285 |
| CCN(CC)P(=O)(NC(=O)C(Cl)(Cl)Cl)N(CC)CC.[Cl-].[Cl-].[Cl-].[Nd+3] | 0.632 |
| COC(=O)C1=C(N)Oc2c(c(=O)oc3ccccc23)[C@]12C(=O)N(C)c1ccccc12 | 2.01 |
| CCOC(=O)C1C(=O)N(C)C2(C)CC1c1ccccc1O2 (configuration not stated) | 0.121 |

A portion of the library. The share of hits here may be higher or lower than overall.
